From PubChem BioAssay
DAGLB inhibitor = diacylglycerol lipase beta (human) inhibition; Q8NCG7; HEK293T DAGLB membrane lysate, EnzChek fluorogenic substrate; inhibition, % at 5.17 µM; 340,000 compounds, 0.059% hits; AID 504411; in the data active means inhibition above about 34%;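 further: 0% = enzyme with vehicle and 100% = wells lacking enzyme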
Target sequence (Q8NCG7 whole entry, looked up): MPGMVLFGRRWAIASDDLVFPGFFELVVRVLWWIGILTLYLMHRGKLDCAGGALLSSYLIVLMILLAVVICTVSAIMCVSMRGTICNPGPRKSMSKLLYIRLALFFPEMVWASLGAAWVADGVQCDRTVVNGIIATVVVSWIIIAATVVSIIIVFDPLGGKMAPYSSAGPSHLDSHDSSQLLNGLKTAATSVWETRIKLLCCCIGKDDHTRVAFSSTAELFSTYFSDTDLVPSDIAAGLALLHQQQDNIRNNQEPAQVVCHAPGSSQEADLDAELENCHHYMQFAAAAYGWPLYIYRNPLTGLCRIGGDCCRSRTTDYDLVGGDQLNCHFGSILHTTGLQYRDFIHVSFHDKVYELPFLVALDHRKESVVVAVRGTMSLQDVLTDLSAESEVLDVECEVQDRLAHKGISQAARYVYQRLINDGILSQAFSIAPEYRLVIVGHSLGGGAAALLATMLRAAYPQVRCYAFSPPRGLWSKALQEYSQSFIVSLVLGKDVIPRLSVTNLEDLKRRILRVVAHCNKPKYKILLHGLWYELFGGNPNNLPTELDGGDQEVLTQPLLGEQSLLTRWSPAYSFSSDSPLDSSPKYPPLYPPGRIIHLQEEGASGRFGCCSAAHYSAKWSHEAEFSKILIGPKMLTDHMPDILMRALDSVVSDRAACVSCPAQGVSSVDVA
NSD2 inh = inhibitors of human histone methyltransferase NSD2. NSD2 peptide methylation, AlphaScreen, 120 min. inhibition, % at 12.5 µM. 310,000 compounds, 0.54% hits; in the data active means inhibition above about 50%
V-ATPase pH = yeast V-ATPase proton transport regulation by pHLuorin; S. cerevisiae, pHLuorin cytosolic pH fluorescence; response, % at 10 µM; 350,000 compounds, 0.37% hits; AID 504577; in the data active means response mostly above about 7.3%, no sharp cut-off; inactive means mostly below about 5.4%; further: actives read high; inactives centre near 0; some compounds called inactive have numbers as strong as hits
Arrestin-AP2 inh = inhibitors of human beta-arrestin and AP2 interaction; FITC-arrestin peptide / GST-AP2 beads, flow cytometry; AP2 beta2 appendage carries R879A mutation; inhibition, % at 10 µM; 340,000 compounds, 0.31% hits;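 active means inhibition above a set limit, near 3 SD of compounds lacking own fluorescence, cut at about 54% in these data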;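 further: plate controls were DMSO wells for no effect and 5 µM unlabelled arrestin peptide for full effect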
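System: GST-AP2 R879A glutathione beads | Also added: FITC-arrestin peptide, 50 nM | Times: 12 min plus 1 h, RT | Signal: Bead flow cytometry, FITC channel | Buffer or medium: PBS with 0.05% Tween 20 and 0.1% BSA | Read-out basis: Percent drop in bead-associated FITC signal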
Cardiac RTF inh = cardiac RTF calcium desensitization; P19429+P45379; IANBD-labeled cardiac RTF, Ca2+ fluorescence; inhibition, % at 7.15 µM; 340,000 compounds, 0.12% hits; AID 493244;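 active means inhibition above the mean inhibition of all tested compounds plus 3 SD, cut at about 17% in these data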;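 further: assay run at fixed EC70 calcium of 1.6 mM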
CAL PDZ FP-1 = human CAL PDZ-peptide interaction inhibition. 330,000 compounds, 0.02% hits. AID 504414. Q9HD26. inhibition, % at 20 µM. purified CAL PDZ, TMR-peptide fluorescence polarization, 1 h;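 active means highest replicate inhibition of at least 40%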;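 further: plate controls were DMSO neutral control wells for no effect and unlabeled competitor peptide control wells for full effect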
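Material: tagged CAL PDZ protein CerCALP, purified; buffer or medium: sodium phosphate/NaCl buffer pH 7.4 with TCEP, IgG, Thesit; also added: fluorescent TMR peptide probe; schedule: 1 h incubation at room temperature before polarization reading; technique: fluorescence polarization from S- and P-plane intensities, G-factor corrected; control set: unlabelled peptide and DMSO controls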
Keap1-Nrf2 PPI = inhibitors of human Keap1-Nrf2 protein-protein interaction. AID 504523. inhibition, % at 9.4 µM. Keap1 Kelch-Nrf2 peptide fluorescence polarization, 1536-well. 340,000 compounds, 0.15% hits. Q14145; in the data active means inhibition above about 12%;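 further: human Keap1 Kelch domain with fluorescein labeled Nrf2 9mer peptide probe; 0% = neutral control wells and 100% = peptide positive control; higher means more block of Keap1 binding to Nrf2 peptide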
CAL PDZ FP-2 = inhibitors of human CAL PDZ peptide binding. inhibition, % at 24.9 µM. AID 602252. 300,000 compounds, 0.92% hits. purified CAL PDZ, TMR-peptide fluorescence polarization, 1 h. Q9HD26;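 active means mean inhibition of at least 30% with at least half of replicates also reaching 30%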;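 further: 0% = DMSO neutral control and 100% = excess unlabeled competitor peptide PRC23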
Pemphigus Ab inh = blocks pemphigus antibody binding to human desmoglein-3; P32926; DSG3-coupled beads, scFv-anti-DSG3-GFP binding, flow cytometry; stronger effect = lower value; binding (percent of control), % at 10 µM; 310,000 compounds, 0.48% hits;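 active means binding more than 3 SD below its plate's average and above zero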; further: some compounds called inactive have numbers as strong as hits
LANA DNA inh = blocks KSHV LANA C-terminal domain binding to DNA; MBP-C-LANA/FAM-LBS DNA binding, fluorescence polarization; inhibition, % at 9 µM; 340,000 compounds, 0.078% hits;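 active means highest replicate inhibition at or above 60% at 9 µM, even if other replicates fall short; inactive means all replicates below 60% inhibition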;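 further: 0% = neutral control wells and 100% = 4 µM acridine orange control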
Active calls of the source: *; / = not tested or not shown.

Order of results: Pemphigus Ab inh, DAGLB inhibitor, NSD2 inh, Cardiac RTF inh, LANA DNA inh, CAL PDZ FP-1, CAL PDZ FP-2, V-ATPase pH, Arrestin-AP2 inh, Keap1-Nrf2 PPI
O=C(COC(=O)c1cc(Br)c(Br)s1)NCCC1=CCCCC1
  114, -2, -1, 1, -0.9, -0.4, 0, 4, -2, -3
COc1ccc(N2CCN(C(CNC(=O)c3ccco3)c3ccco3)CC2)cc1 (stereo not given)
  108, 0, 6, -21, -1.0, -0.1, -1, 2, 7, -1
c1cncc(Oc2cccc(Oc3cccnc3)c2)c1
  106, -4, 0, -5, 0.6, -1.2, -2, -1, 4, -2
CCOC(=O)c1c(C(=O)OCC)c(C)n(N2C(=O)CSC2=S)c1C
  112, 3, 0, -4, -2.8, -1.1, -6, -2, 60*, -15
Cc1sc(NC(=O)CSc2nnc(N)s2)c(C#N)c1C
  /, 0, 5, -4, 2.8, -2.7, -2, -2, 3, -8
O=C(COc1ccccc1[N+](=O)[O-])NNC(=O)Nc1cccc2ccccc12
  87, 0, 12, -8, 1.4, -2.4, -3, -2, 0, -4
Cc1ccc(C(=O)NC(=S)NCc2cccnc2)c(C)c1
  99, -2, 4, 2, 0.4, -2.6, -6, -4, -6, -8
O=C(N/N=C/c1ccc([N+](=O)[O-])cc1)c1cc(-c2ccc3c(c2)OCO3)n[nH]1
  97, -9, -3, -5, 1.9, 0.5, -3, 4, -1, 0
COc1ccccc1CNC(=O)c1ccc(CS(=O)(=O)c2ccccc2)o1
  104, 1, /, 3, 0.7, -0.8, -5, -1, 7, -1
COc1ccc(C(=O)Nc2ccncc2)cc1S(=O)(=O)N1CCOCC1
  /, -5, 0, -12, -0.6, -0.3, 2, 1, -3, -2
Cc1c(/C=N/NC(=O)c2ccc(O)cc2)c2ccccn2c1C(=O)c1ccc(F)cc1
  93, 7, 0, 3, 1.4, -1.6, -2, -2, 5, -7
O=C(CSc1nnc(-c2ccccc2)n1-c1ccc(Cl)cc1)NNC(=S)Nc1ccccc1
  100, 1, 2, -2, -1.0, -2.8, -2, -2, 13, -5
C=CCN(c1ccccc1C(=O)O)S(=O)(=O)/C=C/c1ccccc1
  104, 1, -2, 9, 1.8, -0.5, 4, 0, 5, -1
O=C(C=Cc1cccc(Cl)c1)c1ccccc1
  124, 0, 0, 0, -1.3, 0.7, -2, 6, 3, -1
O=C(C[C@H]1C/C=C\CC[C@@H](Cc2ccc(F)cc2)C(=O)OCCNC1=O)NCCO
  101, -3, /, -13, -0.7, -0.9, -4, 1, 4, -1
COc1ccc(/C=N/NC(=O)c2cccc(C(=O)N/N=C/c3ccc(OC)c(OC)c3)n2)cc1OC
  93, 0, -1, 2, 1.9, -5.9, -8, -97, 31, 1
CC(c1ccc(C(C)(C)C)cc1)S(=O)CC(O)CO (stereo not given)
  124, 1, -3, -10, -1.0, -2.0, -2, -1, -12, -3
O=C(c1ccc(Cl)cc1)N1CCC(=O)N(C(CO)Cc2ccccc2)CC1 (stereo not given)
  102, -2, /, -3, -1.4, -1.2, -1, -1, 6, -2
O=C(NNC(=O)c1ccc(Oc2cc(Cl)cc(Cl)c2)o1)c1ccccc1
  109, -2, 1, 5, 0.0, -0.7, -4, -9, 36, 1
O=C(COc1cccc(-n2cnnn2)c1)Nc1ccc([N+](=O)[O-])cc1
  /, -2, 2, -3, -1.3, -3.8, 5, 1, 24, 1
O=C1c2ccccc2C(Nc2ccc(S(=O)(=O)N3CCCCCC3)cc2)N1c1ccccn1 (stereo not given)
  100, 0, /, -2, 1.4, -1.9, /, 0, -8, -3
N#C/C(=C/c1ccc(-c2ccc(Br)cc2)o1)C(=O)NC1CCCCC1
  110, -8, -5, -10, 0.2, -3.1, -4, 0, 2, -1
COc1ccccc1NC(=O)CSc1nnc(C2CCCCC2)n1-c1ccccc1
  94, -1, /, -7, 0.7, -2.0, -2, 2, -3, -2
CCNS(=O)(=O)c1ccc(CCC(=O)NCc2cccnc2)cc1
  110, 3, -4, -2, -5.0, -0.3, -3, -3, 22, -5
CCCCNC(=O)C1CCCN1C(=O)Nc1ccccc1 (stereo not given)
  /, 0, 1, 6, 3.4, 1.3, -4, -3, -2, -4
Cc1ccc(-n2c(Cc3cccn3C)nnc2SCC(=O)NC2CCCCC2)cc1
  102, 0, 6, -5, -0.2, -0.8, -2, 5, -2, 1
COc1ccc(CCNC(=O)CN(c2cc(C)cc(C)c2)S(=O)(=O)c2c(C)noc2C)cc1OC
  99, 0, 0, -2, -1.5, -1.0, -4, 2, -8, -6
Cc1ccccc1C(=O)c1c[nH]c(C(N)=O)c1
  /, -2, 1, 1, 0.3, -0.3, /, 7, 22, 2
COC(=O)CC1(c2ccccc2)C(=O)c2ccccc2C1=O
  64, -3, -2, 5, 0.3, -0.8, /, 0, 29, -5
Cc1cccc(C(=O)OCC(=O)NN2C(=O)NC3(CCC(C)CC3)C2=O)c1O (stereo not given)
  98, -2, 6, -7, -0.9, 0.4, 0, 1, 1, -4
O=C(NCCCl)Nc1cccc(Br)c1
  103, -1, -2, -5, 0.8, -1.9, -2, 0, 7, 1
c1ccc2c(c1)ccc1ccccc12
  100, -5, /, 4, 0.3, 0.5, 0, -1, 4, -8
COc1ccc(-n2nnc3c(=O)n(CC(=O)OCc4ccccc4)cnc32)cc1
  97, -4, /, -10, -1.9, -0.1, -7, 2, 5, 1
COc1ccc(OCC(=O)NCC(c2cccs2)N2CCOCC2)cc1 (stereo not given)
  91, 0, -2, -10, -1.0, 0.2, /, -4, -2, -2
N#C/C(=C\c1cccnc1)C(=O)Nc1ccc(Cl)cc1
  /, -2, 1, -1, -0.7, -2.3, -4, -1, -10, -2
Cc1cccc(NC(=O)COC(=O)C2COc3ccccc3O2)c1C (stereo not given)
  124, -2, 0, -1, -2.8, -0.5, -2, -3, 32, 1
CC1CC(C)CN(C(=O)CCCn2c(=O)c3cccn3c3cccnc32)C1 (stereo not given)
  /, 3, 1, -1, 0.9, -0.5, -2, 6, -1, -4
COC(=O)c1cc(C(C)=O)n2ccccc12
  107, 0, 0, -2, -0.7, -0.9, -3, 2, 4, -2
CC(=O)NCc1ccc(S(=O)(=O)N2CCN(S(=O)(=O)c3ccc4ccccc4c3)CC2)cc1
  99, 15, -1, -14, 1.9, -1.5, -1, 13, 35, -2
Nc1cc(Cl)ccc1Nc1ccncc1
  94, -2, -2, -3, 1.2, 0.8, 4, 1, -5, 8
Cn1cccc1/C=N/NC(=O)c1cccs1
  101, 2, 5, -2, -0.4, -2.0, -2, 1, 8, 2
Cc1ccc(CCNC(=O)CCSCc2ccc(Cl)cc2)cc1
  99, -4, -2, 8, 0.3, -0.2, -2, 2, 36, -2
C/C(=N\NC(=O)c1cc(-c2ccc(C)s2)nc2ccccc12)c1cccnc1
  103, -2, -6, -2, -1.7, 21, 0, -2, -8, -3
COc1ccc(CNC(=O)CN2CCC(NC(=O)c3cccc(OC)c3)CC2)cc1
  106, 0, 1, 0, 0.1, -0.5, /, -4, 10, 5
Cc1nc(N)sc1-c1csc(Nc2ccccc2)n1
  99, 2, 3, -6, -0.3, /, -6, -5, 19, -3
CCOC(=O)C1(CCOC)CCN(Cc2cccc(OCc3ccccc3)c2)CC1
  108, -3, 6, -14, -1.5, /, -1, 1, 12, -7
CC1(C)Cc2nc(Cl)c(C(N)=O)cc2CO1
  91, 2, 0, 3, 0.5, 0.2, -3, 0, 3, -7
COc1ccc(NC(=O)COc2ccc3c(c2)OCO3)cc1
  120, -7, -2, -11, -0.1, -1.1, /, 0, 0, -2
COc1cc2ccccc2cc1C(=O)NC1CCCCC1
  /, -4, -3, 11, -0.7, -1.1, 2, 0, 1, -2
Cc1ccnn1C(C)C(=O)O (stereo not given)
  100, 1, 0, 2, 0.1, -0.3, -4, -1, -4, -1

Next section
Order of results: Pemphigus Ab inh, DAGLB inhibitor, NSD2 inh, Cardiac RTF inh, LANA DNA inh, CAL PDZ FP-1, CAL PDZ FP-2, V-ATPase pH, Arrestin-AP2 inh, Keap1-Nrf2 PPI
O=C(NC1CC2CCCC(C1)N2C(=O)Nc1ccc(F)cc1)c1ccccc1 (stereo not given)
  104, 2, -1, 5, -1.0, -3.2, -1, -3, -3, 2
CCCCNC(=O)Nc1c(C)cc(SC#N)cc1C
  106, -2, -39, 4, 1.1, -0.7, 4, 2, -4, -3
O=C(O)CCN1C(=O)c2ccncc2C1=O
  109, 0, -3, 1, -0.2, 0.0, /, -1, 10, 0
CN(C)c1cccc(C(=O)NCC2CCCO2)c1 (stereo not given)
  98, -1, 1, -7, -1.3, -0.5, -4, 1, 13, -2
O=C(CSc1ccccc1)Nc1ccc2c(c1)OCO2
  106, -3, 3, -15, 3.6, -0.9, /, 2, -6, -1
NC(=S)N/N=C/c1ccc(-c2ccc(Cl)c(Cl)c2)o1
  108, 5, 1, 10, 0.6, -0.2, -2, 5, 12, 0
COc1ccc(N2CCN(C(=O)CCNS(=O)(=O)c3ccccc3)CC2)cc1
  98, 4, -1, 5, 0.6, 0.2, 1, -3, 0, -2
COc1ccc(OC)c(NC=C2C(=O)OC3(CCCCC3)OC2=O)c1
  103, 1, -8, 1, -1.7, -1.4, /, -4, -3, -3
CCN1CCN(c2ccc(Nc3ccnc4ccccc34)cc2)CC1
  96, 0, 25, -6, -4.8, 2.4, 0, -1, 6, -3
Cn1c2ccccc2c2nnc(SCC(=O)Nc3cccc(C(=O)O)c3)nc21
  99, -2, 2, -3, 1.0, -3.7, -2, 6, -9, -2
C=C(C)Cn1c(SCC(=O)NCc2ccco2)nc2sc3c(c2c1=O)CCC3
  /, -1, -5, -36, -2.1, -3.7, 0, 2, 1, -3
COc1cc(/C=N/Nc2ccc(Cl)c(C(=O)O)c2)ccc1OC(=O)c1cccs1
  120, 5, 30, -1, 0.4, -2.4, 1, 2, -9, -3
CC(=O)c1c(NC(=O)c2ccccc2)[nH]c(-c2ccccc2)nc1=S
  103, 0, 5, -4, 0.4, -1.8, 1, 2, 42, 1
NC(=O)c1cc2cc([N+](=O)[O-])ccc2oc1=O
  88, 2, 29, -11, -1.0, -2.6, -3, -3, -13, -2
O=C(O)c1cccc([N+](=O)[O-])c1C(=O)Nc1ccc2ccccc2c1
  100, 0, 6, 5, -1.3, -17, -1, -6, -9, -3
COc1cccc(C(=O)NCCN2CCN(c3ccccc3)CC2)c1
  93, -1, 0, -4, 0.0, -0.3, /, -2, -15, -9
O=C(Nc1ccccc1Cl)Nc1ccnn1C1CCN(C(=O)CCN2CCCO2)CC1
  107, -1, 0, 1, 1.9, -1.1, -4, -2, 4, -3
Cc1ccc(NC(=O)c2ccc(Cl)nc2)cc1S(=O)(=O)N1CCOCC1
  95, -1, 0, 0, 1.0, -0.9, -1, -2, -4, -6
CCOc1ccccc1Nc1nnc(SCC(=O)Nc2nc(-c3ccc(OC)cc3)cs2)s1
  107, 1, -3, 0, 1.1, 1.0, -5, -4, 28, 2

Only part of the results is shown (hit frequency here may not be typical).
